OX1R antag-1 – human HCRTR1 antagonism | O43613 | CHO/OX1R cells, Fluo-8 calcium fluorescence, orexin A | inhibition, % at 5 µM | hit rate 0.43% among 330,000 | AID 434989;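 active = inhibition above its plate's threshold, mean inhibition of all tested compounds on the plate plus 3 SD, cut at about 37% in these data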;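 also: 0% = orexin A challenge wells and 100% = SB-334867-A antagonist wells; not every result past the cut was called active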
Target sequence (O43613 whole entry, looked up): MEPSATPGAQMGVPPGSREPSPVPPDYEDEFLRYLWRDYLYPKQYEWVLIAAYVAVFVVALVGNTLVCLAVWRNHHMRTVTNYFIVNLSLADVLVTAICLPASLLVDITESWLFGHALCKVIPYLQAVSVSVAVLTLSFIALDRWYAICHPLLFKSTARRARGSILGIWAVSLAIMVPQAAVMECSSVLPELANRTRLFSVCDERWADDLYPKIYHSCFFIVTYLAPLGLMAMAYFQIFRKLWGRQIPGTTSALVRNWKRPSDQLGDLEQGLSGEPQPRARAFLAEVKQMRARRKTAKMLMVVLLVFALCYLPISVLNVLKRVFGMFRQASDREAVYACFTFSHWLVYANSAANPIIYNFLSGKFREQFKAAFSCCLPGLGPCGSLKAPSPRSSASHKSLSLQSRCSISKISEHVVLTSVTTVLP
STK33 kinase inh – blocks human STK33 kinase activity; Q9BYT3; purified STK33, MBP phosphorylation, ADP-Glo luminescence; inhibition, % at 10 µM; hit rate 0.073% among 320,000;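 active = inhibition at or above 25%, using the most active replicate where run in duplicate; inactive = inhibition below 25%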
Target sequence (Q9BYT3 whole entry, looked up): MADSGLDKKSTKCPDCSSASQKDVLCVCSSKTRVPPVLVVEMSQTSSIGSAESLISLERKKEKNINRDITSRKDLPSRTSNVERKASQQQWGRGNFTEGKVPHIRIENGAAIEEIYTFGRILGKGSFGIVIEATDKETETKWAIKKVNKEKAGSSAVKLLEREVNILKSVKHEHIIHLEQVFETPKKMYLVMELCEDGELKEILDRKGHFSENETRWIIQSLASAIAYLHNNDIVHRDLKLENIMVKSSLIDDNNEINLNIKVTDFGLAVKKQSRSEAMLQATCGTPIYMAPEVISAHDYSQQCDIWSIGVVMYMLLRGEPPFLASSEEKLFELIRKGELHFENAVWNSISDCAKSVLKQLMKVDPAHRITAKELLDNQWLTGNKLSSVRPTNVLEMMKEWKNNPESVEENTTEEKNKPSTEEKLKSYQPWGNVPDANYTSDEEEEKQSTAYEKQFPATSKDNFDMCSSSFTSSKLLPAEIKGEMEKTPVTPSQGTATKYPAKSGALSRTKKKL
OX1R antag-2 – OX1R (human) antagonism. O43613. OX1R-expressing cells, FRET antagonist read-out. inhibition, % at 6.6 µM. hit rate 1.8% among 330,000. AID 485270; in the data active = inhibition mostly above about 38%, no sharp cut-off; inactive = mostly below about 40%;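 also: 0% = agonist challenge alone and 100% = reference antagonist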
An asterisk follows results filed as active; . = not tested or not shown. The list is partial. The share of hits here may be higher or lower than overall.

SMILES	OX1R antag-1	STK33 kinase inh	OX1R antag-2
COC(=O)C1=C(c2ccc(C(C)=O)cc2)C[C@@H]2CC[C@H]1N2C(=O)NCc1ccco1	-13	2.8	7
CCCC1COC(Cn2cncn2)(c2ccc(Cl)cc2Cl)O1 (stereo not drawn)	-28	-1.4	12
COc1cc(/C=C/c2nc3ccccc3c(=O)n2-c2ccccc2O)ccc1O	-12	0.2	1
CCOC(=O)CC1=C(C(=O)OCC)C2(C(=O)N1)C(C(=O)OC)=C(N)Oc1ccccc12 (stereo not drawn)	-18	0.6	11
COC(=O)C1=C(c2ccc(F)cc2F)C[C@@H]2CC[C@H]1N2C(=O)NCCOc1ccccc1Cl	-14	-2.6	15
COc1ccc(C2CN(C)CC2C(=O)c2ccc(C)cc2)cc1Cl (stereo not drawn)	-28	-1.0	7
Cc1cccc(OCC(=O)N2CCN(Cc3ccc([N+](=O)[O-])cc3)CC2)c1	-8	-1.0	2
CN1CCN(c2ccccc2N)CC1	-7	-0.9	12
O=S(=O)(c1ccccc1)N1CCN2CCCC2C1 (stereo not drawn)	-6	-0.4	1
COC(=O)CC(=O)c1ccc2c(c1)OCO2	-16	-0.8	24
Cc1ccc(N2C(=O)NC(=O)/C(=C\C=C\c3ccco3)C2=O)cc1C	-7	-1.6	11
O=P1(NCCCn2cc[n+](Cc3nc4ccccc4[nH]3)c2)C=C(c2ccccc2)OC(c2ccccc2)=C1	3	-0.8	10
CN(C)CCCN=Cc1c(O)n(CCc2ccc(F)cc2)c(=O)[nH]c1=O	-6	0.1	11
O=C(c1ccc(-c2ccccc2)cc1)C1CCCN(Cc2ccn[nH]2)C1 (stereo not drawn)	-10	0.7	7
Cc1cc(O)c2c3c(c(=O)oc2c1)CCC(C)C3 (stereo not drawn)	-2	-1.4	20
CN1C(=O)N(C)C(=O)C2(Cc3cc([N+](=O)[O-])ccc3N(C)C2c2ccccc2)C1=O (stereo not drawn)	-7	-1.1	23
CNC(=O)Oc1cccc(-c2cn3cc(OC(=O)NC)ccc3n2)c1	-12	-0.7	17
CC1CC(C)CN(C(=O)COC(=O)c2cn(C)c3ccccc23)C1 (stereo not drawn)	-1	-1.0	5
CCCCCCCCN=Cc1c(O)[nH]c(=O)[nH]c1=O	7	0.0	4
COC(=O)C1=C(c2ccc(F)cc2F)C[C@@H]2CC[C@H]1N2C(=O)N1CCCC1	-28	-1.1	8
CCCCCCOc1ccc(CN2CCN(C)CC2)cc1	-14	-2.7	13
CCOc1ccc(-n2c(-c3cccs3)nc3ccccc3c2=O)cc1	-20	-0.6	10
COC(=O)C1=C(c2cccc(OCc3ccccc3)c2)C[C@@H]2CC[C@H]1N2C(=O)NCc1ccc2[nH]ccc2c1	20	-2.7	12
Cn1c(O)c(C2=NNC(c3ccc(Cl)cc3)C2)c(=O)n(C)c1=O (stereo not drawn)	-13	-0.9	10
C=C(C)CSc1nnc([C@@H](N)Cc2ccccc2)o1	-15	1.0	6

Arranged by formula weight (descending): part of the list above.
SMILES	OX1R antag-1	STK33 kinase inh	OX1R antag-2
COC(=O)C1=C(c2ccc(F)cc2F)C[C@@H]2CC[C@H]1N2C(=O)NCCOc1ccccc1Cl	-14	-2.6	15
CN1C(=O)N(C)C(=O)C2(Cc3cc([N+](=O)[O-])ccc3N(C)C2c2ccccc2)C1=O (stereo not drawn)	-7	-1.1	23
CN(C)CCCN=Cc1c(O)n(CCc2ccc(F)cc2)c(=O)[nH]c1=O	-6	0.1	11
CNC(=O)Oc1cccc(-c2cn3cc(OC(=O)NC)ccc3n2)c1	-12	-0.7	17
CCCCCCCCN=Cc1c(O)[nH]c(=O)[nH]c1=O	7	0.0	4
CN1CCN(c2ccccc2N)CC1	-7	-0.9	12

Taken from the listing, two compounds:
SMILES	OX1R antag-1	STK33 kinase inh	OX1R antag-2
CN(C)CCCN=Cc1c(O)n(CCc2ccc(F)cc2)c(=O)[nH]c1=O	-6	0.1	11
O=C(c1ccc(-c2ccccc2)cc1)C1CCCN(Cc2ccn[nH]2)C1 (stereo not drawn)	-10	0.7	7

Single values from the list.
In OX1R antag-2, COC(=O)CC(=O)c1ccc2c(c1)OCO2 reads 24
In OX1R antag-2, COc1cc(/C=C/c2nc3ccccc3c(=O)n2-c2ccccc2O)ccc1O reads 1

Returning to the listing; the four compounds before the break are reprinted first.
SMILES	OX1R antag-1	STK33 kinase inh	OX1R antag-2
CCOc1ccc(-n2c(-c3cccs3)nc3ccccc3c2=O)cc1	-20	-0.6	10
COC(=O)C1=C(c2cccc(OCc3ccccc3)c2)C[C@@H]2CC[C@H]1N2C(=O)NCc1ccc2[nH]ccc2c1	20	-2.7	12
Cn1c(O)c(C2=NNC(c3ccc(Cl)cc3)C2)c(=O)n(C)c1=O (stereo not drawn)	-13	-0.9	10
C=C(C)CSc1nnc([C@@H](N)Cc2ccccc2)o1	-15	1.0	6
O=C(C[N+]12CCC(CC1)C(C(O)(c1ccccc1)c1ccccc1)C2)c1ccc(Br)cc1 (stereo not drawn)	-8	-1.6	-2
COC(=O)C1=C(c2ccc(F)cc2OCc2ccccc2)C[C@@H]2CC[C@H]1N2C(=O)NCCN1CCOCC1	6	-1.2	8
CCCN1CCC2(CC1)NC(CO)(CO)CO2	-7	-0.7	6
O=C(N/N=C/c1c(O)n(C2CCCCC2)c(=S)[nH]c1=O)c1ccccc1O	5	-1.2	14
Nc1ccc(Br)cc1C(=O)c1ccccc1	3	0.6	13
c1ccc(CN2CCc3nc4ccccc4cc3C2)cc1	-29	2.9	18
COC(=O)C1=C(c2ccc(OC)c(OC)c2)C[C@@H]2CC[C@H]1N2C(=O)N1CCc2cc(OC)c(OC)cc2C1	-25	0.1	7
CCN1CCN(Cc2cc(Br)cc(OC)c2O)CC1	-17	1.0	12
O=C(COc1ccc2c3c(c(=O)oc2c1)CCC3)N1C[C@H]2C[C@@H](C1)c1cccc(=O)n1C2	-6	-1.4	10
O[C@H]1C2CCC1C(N1CCCCC1)CC2 (stereo partly drawn)	-11	-0.5	12
COc1cccc(-n2c(-c3ccoc3)nc3ccccc3c2=O)c1	-12	0.5	23
Clc1ccc(Cn2ccnc2)cn1	-11	-0.3	26
Cc1cccc(OCC(=O)N2CCN(Cc3cccnc3)CC2)c1	-11	-0.7	2
CC(=O)Nc1ccc(OC(=O)N(C)C)cc1	-12	-1.5	13
CCOc1ccc(NC(=O)c2c(C)nn(Cc3ccccc3)c2Cl)cc1	-26	-0.3	2
CC1CN=C(Nc2cccc3ccccc23)S1 (stereo not drawn)	-18	-0.5	22
COc1ccc2c3c1OC1C(=O)CC[C@@]4(O)[C@@H](C2)N(C)CC[C@]314 (stereo partly drawn)	-25	.	1
COC(=O)C1=C(c2ccc(F)cc2F)C[C@@H]2CC[C@H]1N2C(=O)N1CCC(C)CC1	-7	-0.7	1
COc1ccc(NC(=O)c2cn(CCC#N)nc2-c2cccc(Br)c2)cc1	-13	-0.8	9
COc1ccc(-[n+]2c(-c3ccccc3)cc(-c3ccc(C)cc3)cc2-c2ccccc2)cc1	18	0.0	27
O=C(Nc1ccc(Cl)cc1C(=O)c1ccccc1Cl)c1ccco1	-16	-1.8	3
CC(=O)N1N=C(c2cccnc2)OC1c1ccccc1Cl (stereo not drawn)	9	0.3	4
CCOc1cc2c(cc1OCC)-n1cccc1C(c1cccc(OCC)c1O)NC2 (stereo not drawn)	-25	-0.1	1
CCCCn1c(O)c(C(C)=NC(C)c2ccccc2)c(=O)[nH]c1=O (stereo not drawn)	-30	1.0	14
Cc1ccc2[nH]c3c(c2c1)CN(C(=O)CN1C[C@H]2C[C@@H](C1)c1cccc(=O)n1C2)CC3	-17	0.7	7

Next structures:
SMILES	OX1R antag-1	STK33 kinase inh	OX1R antag-2
O=[N+]([O-])c1ccc(N2CCCCC2)c2ncccc12	-23	1.2	44
COC(=O)C(O)(c1ccc(NC(=S)NC(=O)c2ccc(Cl)cc2Cl)cc1)C(F)(F)F (stereo not drawn)	21	-2.0	26
O=c1[nH]c(=S)n(C2CC2)c(O)c1C=NCc1cccnc1	-3	-4.2	6
CCN1CC2C3CCC(C)(O3)C2C1 (stereo not drawn)	-12	0.2	-4
Cc1cc(C)nc(NC2=NCCS2)n1	0	-3.1	20
COC(=O)C1=C(c2cc3ccccc3o2)C[C@@H]2CC[C@H]1N2C(=O)NCc1ccc(C(F)(F)F)cc1	-30	-2.7	31
CCCNC1=C(C)C(=O)C2=C(C1=O)C(COC(N)=O)[C@]1(OC)C3NC3CN21 (stereo partly drawn)	-26	-1.2	31
O=C1NC(=O)C(=Cc2ccc(N3CCOCC3)o2)C(=O)N1	-15	-0.4	92*
COC(=O)C1=C(c2ccccc2OCc2ccccc2)C[C@@H]2CC[C@H]1N2C(=O)NCc1cccc(F)c1	35	-2.2	41*
COC(=O)C1=C(c2cccc(OCc3ccccc3)c2)C[C@@H]2CC[C@H]1N2C(=O)NCc1ccc(N(C)C)cc1	41	-2.7	18
C=CCC1(CN2CCCC2=O)C(=O)NC(=O)NC1=O	3	-3.8	18
CCCn1c(C)cc(C=O)c1C	-3	1.0	32
C[C@]12CC[C@@H](O)CC1=CCC1C2CC[C@]2(C)C(=O)[C@H](F)CC12 (stereo partly drawn)	-11	1.3	1
NC(=O)CN1C2CCC1CC(NC(=O)C1CC1)C2 (stereo not drawn)	-5	-2.4	13
COc1ccccc1CCNC(=O)CCC(=O)N1CC2C[C@@H](C1)Cn1c2cccc1=O	-29	-1.4	6
COc1ccc(CCNC2CCCCCC2)cc1	-19	-0.6	14
CN1CCN(Cc2ccccc2C(F)(F)F)CC1	3	-2.0	6
CCCCCCNC(=O)N[C@@H](Cc1ccc(O)cc1)C(=O)NCCC[C@H]1CN2C(=NC[C@H]2C)N1CC1CCC1	-14	-1.1	21
COc1ccc(C(CN(C)C)C2(O)CCCCC2)cc1 (stereo not drawn)	-12	-0.7	9
CC(NC1=NCCS1)c1ccccc1 (stereo not drawn)	2	-1.0	12
COc1cc2c(c(OC)c1OC)-c1ccc(O)c(=O)cc1C(NC(C)=O)CC2 (stereo not drawn)	2	0.7	16
COc1ccc(C2SCC(=O)Nc3c2c(C)nn3C2CCOC(C)(C)C2)cc1OC (stereo not drawn)	-16	-1.2	15
Cn1c(O)c(/C=N/c2ncccn2)c(=O)n(C)c1=O	23	-1.3	2
CCCCn1c(O)c(C=NC2CC3CCC2(C)C3(C)C)c(=O)[nH]c1=O (stereo not drawn)	-27	-1.9	3
Oc1cc2c(cc1CN1CCN(c3ccc(F)cc3)CC1)OCO2	-11	0.1	24

New compounds follow
SMILES	OX1R antag-1	STK33 kinase inh	OX1R antag-2
CCC[N+]12CCC(CC1)C(C(O)(c1ccccc1)c1ccccc1)C2 (stereo not drawn)	-11	0.4	9
ClC1=CCC2CN(CCN3CCCCC3)CC2C1 (stereo not drawn)	-2	0.5	16
COC(=O)C1=C(c2cccc(OC)c2OC)C[C@@H]2CC[C@H]1N2C(=O)NCCCOC(C)C	-20	-0.5	24
COC(=O)C(O)(c1ccc(N(C)C)cc1)C(F)(F)F (stereo not drawn)	-20	1.6	7
COc1ccccc1N1C(=O)NC(=O)/C(=C/c2ccc3c(c2)Cc2ccccc2-3)C1=O	4	-1.5	1
O=[N+]([O-])c1cc(F)c(N2CCCCC2)cc1Br	-10	-0.5	24
COCCNC(=O)c1c(N)n(Cc2ccco2)c2nc3ccccc3nc12	-13	12	11
Cn1c(O)c(/C=C2/C=CC=N2)c(=O)[nH]c1=O	4	2.3	50*
C#CCOC(=O)C1=CCCN(C)C1	4	0.2	10
C[C@]12C=CC(=O)C=C1CC[C@@H]1C2CC[C@]2(C)OC(=O)CCC12 (stereo partly drawn)	-5	-1.1	12
CCOC(=O)C(O)(c1ccc(N(C)C(=O)c2ccc(Cl)c(Cl)c2)cc1)C(F)(F)F (stereo not drawn)	-38	-1.1	20
CN1CCN(c2nc([N+](=O)[O-])nn2C)CC1	-3	-1.6	25
CN1CCN(c2c[nH]c(=O)[nH]c2=O)CC1	-11	-2.6	10
N#C/C(=C(/O)c1ccc(S(=O)(=O)N(CCCl)CCCl)cc1)c1nc2ccccc2[nH]1	-19	-0.5	23
O=[N+]([O-])[N-][n+]1cnn(Cc2ccccc2)c1	-2	-0.3	6
COc1ccc(NP(=O)(Oc2ccc(Cl)cc2)Oc2ccc(Cl)cc2)cc1OC	-26	1.9	32
COC(=O)CNC(=O)c1cn(CCC#N)nc1-c1ccc(F)cc1	-17	2.0	-3
OC(c1ccccc1)(c1ccccc1)c1ccncc1	-18	-0.5	10
NC(=O)c1c(NC(=O)c2ccc(S(=O)(=O)N(CCCl)CCCl)cc2)sc2c1CCCCC2	-6	-0.3	8
NC(=O)c1ccc(N=Nc2c(O)[nH]c(=O)[nH]c2=O)cc1	-3	-0.8	26
COc1ccc(CCNC2CCCCC2)cc1	-5	-1.9	-2
Cc1cc(/C=C2\C(=O)NC(=O)N(Cc3ccccc3)C2=O)c(C)n1C1CC1	-42	-0.7	22
CC(C)c1ccc(N2C(=O)NC(=O)/C(=C\c3cnc(-c4ccccc4)nc3)C2=O)cc1	3	-0.3	21
